cytoskel mod = modifiers of F-actin cytoskeleton organization, primary screen, imaging, HUVEC, phalloidin staining, high-content imaging | HUVEC TNFa F-actin phalloidin imaging | inhibition, % at 2 µM | actives 0.18% (n = 91,000);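 active = inhibition above the batch mean plus 3 SD and confirmed as a hit by visual image inspection, cut at about 30% in these data, passing the limit was not always enough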; also: strong numbers were not always called active
Calb biofilm kill = clotrimazole potentiators killing Candida biofilms, primary screen, with clotrimazole, Alamar Blue. C. albicans biofilm + clotrimazole. inhibition, % at 6 µM. actives 0.14% (n = 85,000);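 active = inhibition above 20%; inactive = inhibition below 20%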;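 also: preformed 24 hr biofilms exposed to compound for 48 hr; 0% = biofilm without compound and 100% = blank killed by clotrimazole plus chlorhexidine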
sEH inhibitor = soluble epoxide hydrolase inhibitors, primary screen, biochemical, human sEH. Bifunctional epoxide hydrolase 2 (Homo sapiens), P34913. recombinant human sEH enzymatic activity assay. inhibition, % at 2 µM. actives 0.34% (n = 91,000); in the data active = inhibition above about 80%; also: values of inactives mirror those of a sister screen read the other way; many of its hits are not listed in these tables
Target sequence (P34913 whole entry, looked up): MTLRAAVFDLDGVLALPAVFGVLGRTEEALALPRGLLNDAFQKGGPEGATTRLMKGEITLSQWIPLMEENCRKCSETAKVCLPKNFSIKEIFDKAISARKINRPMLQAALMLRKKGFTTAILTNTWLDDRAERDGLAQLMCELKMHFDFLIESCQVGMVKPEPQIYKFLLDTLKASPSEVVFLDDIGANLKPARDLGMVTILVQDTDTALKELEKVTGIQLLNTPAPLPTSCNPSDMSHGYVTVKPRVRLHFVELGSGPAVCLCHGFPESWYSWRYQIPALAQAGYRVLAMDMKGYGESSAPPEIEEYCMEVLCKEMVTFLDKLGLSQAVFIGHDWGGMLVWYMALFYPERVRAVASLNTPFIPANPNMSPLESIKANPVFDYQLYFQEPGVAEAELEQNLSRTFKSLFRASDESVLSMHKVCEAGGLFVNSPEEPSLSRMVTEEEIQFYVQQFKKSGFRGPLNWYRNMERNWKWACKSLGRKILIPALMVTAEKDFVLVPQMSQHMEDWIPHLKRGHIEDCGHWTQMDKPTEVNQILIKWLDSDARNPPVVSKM
IL1B cytotox = cytotoxicity in IL-1B stimulated HUVEC, primary screen, cytotoxicity control for IL-1B NFkB translocation project, imaging, Hoechst nuclear count, IL-1B stimulus; HUVEC cell count loss; cell count reduction, % at 2 µM; actives 0.41% (n = 94,000); AID 845, 2007;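 active = cell count reduction more than 3 SD above the screen-wide mean, cut at about 70% in these data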;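 also: normalized per plate to untreated control cells as the no-loss baseline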
HUVEC tox TNFa = cytotoxicity in TNFa-stimulated HUVEC, primary screen, cytotoxicity control for VCAM1 expression modulator project, imaging, Hoechst nuclei count; HUVEC TNFalpha-stimulated, Hoechst cell count; cell count reduction, % at 2 µM; actives 0.17% (n = 93,000); AID 848, 2007;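 active = cell count reduction exceeding the screen mean by over 5 SD, scaled to untreated wells per plate, cut at about 78% in these data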;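 also: cells counted after 24 h of TNF alpha exposure following the 1 h pretreatment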
sEH act = soluble epoxide hydrolase activators, primary screen, biochemical, human sEH. activation, % at 2 µM. AID 717, 2007. actives 0.04% (n = 91,000). purified human sEH enzymatic activity, activator screen; in the data active = activation above about 37%; also: values of inactives mirror those of a sister screen read the other way
Smad3 inh = Smad3/FoxH1 peptide binding inhibitors, primary screen, biochemical, TR-FRET; AID 630, 2007; TR-FRET Smad3/Dy647-FoxH1 peptide binding, europium anti-His; inhibition, % at 25 µM; actives 0.29% (n = 88,000);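 active = compounds that reduce the energy-transfer binding signal between the protein and its labelled peptide by more than half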;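 also: 0% = Smad3 plus labelled peptide maximal FRET and 100% = peptide-only background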
ERb SRC1 inh = inhibitors of ERβ-SRC1 coactivator interaction, primary screen, biochemical, TR-FRET, ERβ LBD, SRC-1 peptide; Estrogen receptor beta (Homo sapiens), Q92731; TR-FRET ER-beta LBD / SRC1-Cy5 peptide binding; receptor agonist-loaded with 1 µM estradiol; inhibition, % at 25.6 µM; actives 1.3% (n = 86,000); AID 633, 2007;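 active = compounds whose percent inhibition of the receptor-coactivator binding signal exceeds about 50% in the single-dose screen, limit read from the data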;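 also: 0% = receptor plus peptide wells without compound and 100% = peptide-only wells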
Target sequence (Q92731 whole entry, looked up, the tested form may be a part): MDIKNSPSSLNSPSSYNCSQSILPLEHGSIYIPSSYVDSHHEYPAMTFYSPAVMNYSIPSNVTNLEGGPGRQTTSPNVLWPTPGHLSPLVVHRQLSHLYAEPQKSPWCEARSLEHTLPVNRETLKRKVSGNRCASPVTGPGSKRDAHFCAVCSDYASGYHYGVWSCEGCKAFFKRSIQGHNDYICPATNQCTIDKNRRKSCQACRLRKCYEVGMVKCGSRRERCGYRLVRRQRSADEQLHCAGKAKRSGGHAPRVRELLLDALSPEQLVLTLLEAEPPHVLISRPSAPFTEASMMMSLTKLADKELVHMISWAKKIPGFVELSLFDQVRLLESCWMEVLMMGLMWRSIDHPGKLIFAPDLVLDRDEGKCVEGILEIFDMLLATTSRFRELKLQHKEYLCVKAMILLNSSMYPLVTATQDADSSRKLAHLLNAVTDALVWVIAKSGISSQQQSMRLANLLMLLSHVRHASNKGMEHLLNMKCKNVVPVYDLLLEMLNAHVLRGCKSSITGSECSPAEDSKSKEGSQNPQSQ
VCAM1 TNFa inh = inhibitors of TNFa-induced VCAM1 expression, primary screen, imaging, HUVEC, TNFa stimulus, immunofluorescence; HUVEC TNFa-induced VCAM-1 immunofluorescence, high-content imaging; actives 0.48% (n = 95,000); inhibition, % at 2 µM;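 active = inhibition above the batch mean plus 3 SD, with images confirmed as a hit by eye, cut at about 37% in these data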;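 also: 0% = TNF-stimulated DMSO wells and 100% = unstimulated control wells; not every result past the cut was called active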
Numbers without * were called inactive; / = not tested or not shown; [ ] = remark or other dose. A portion of the library (hit frequency here may not be typical).

SMILES	cytoskel mod	Calb biofilm kill	sEH inhibitor	IL1B cytotox	HUVEC tox TNFa	sEH act	Smad3 inh	ERb SRC1 inh	VCAM1 TNFa inh
O=C(c1ccc(COc2ccc(Cl)cc2)o1)N1CCN(Cc2ccc3c(c2)OCO3)CC1	13	-3	8	-10	-28	-10	-17	1[fluorescence artefact?]	8
CCOc1ccc(CCNC(=O)CCc2nc(-c3ccc(OC)cc3)no2)cc1OCC	1	-3	20	11	-26	-18	0	-2	16
CCC1CCc2c(sc(NC(=O)c3ccoc3C)c2C(N)=O)C1 (stereo unspecified)	6	-2	-13	2	20	16	3	7	-10
CCOC(=O)N1CCN(C(=O)Cn2nc(-c3ccc(Cl)cc3)ccc2=O)CC1	-2	/	-22	-18	-34	22	/	/	-49
Cc1ccc(NC(=O)CCSCCC(=O)Nc2ccc(C)c(C)c2)cc1C	7	7	72	-19	-8	-71	3	-4	12
O=c1[nH]nc(Cc2ccc(-c3ccccc3Cl)o2)c2ccccc12	-12	/	3	11	18	0	/	/	-10
CCOc1cc(C2C(C(=O)c3ccc(C)cc3)=C(C(=O)OC)Nc3nnnn32)ccc1O (stereo unspecified)	24	6	-18	-10	-38	20	-1	-2	15
COC(=O)c1ccccc1NC(=O)c1ccc(COc2ccccc2)o1	-4	/	2	32	-16	3	8	7	-2
CN(C)c1nc(N)nc(CSc2n[nH]c(-c3ccccc3)n2)n1	0	6	8	-25	-15	-7	9[fluorescence artefact?]	-8	16
CCOC(=O)CSc1ccc2nnc(-c3cccs3)n2n1	-3	/	-11	-24	-16	11	/	/	14
CC(C)Cc1nc(N2CCN(C(=O)C(C)C)CC2)c(C#N)c2c1CCC2	-27	0	7	-35	-31	-4	-9	1	1
Cc1sc2ncn(CC(=O)NCC(=O)N(C)C3CCCCC3)c(=O)c2c1C	-6	8	-11	-7	-4	14	4	-5	3
COC(=O)c1cc2sc(Cl)cc2n1Cc1nc(-c2cccc(C)c2)oc1C	-3	/	6	-5	-35	-7	/	/	19
O=C(NCc1ccccc1)c1ccc(S(=O)(=O)N2CCCc3ccccc32)cc1	14	7	/	-6	-19	/	-4	-8	2
COC(=O)C1CCN(C(c2ccc(OC)c(OC)c2)c2sc3nc(C)nn3c2O)CC1 (stereo unspecified)	6	14	17	0	-23	-13	15	1[fluorescence artefact?]	7
Cc1ccc(C(=O)CSc2cc(C)nc(SCC(=O)c3ccccc3)n2)cc1	-12	5	-5	4	-3	3	6	-8[fluorescence artefact?]	-3
COc1cccc(NC(=O)NCCCSC2CCCCC2)c1	23	9	69	2	-14	-69	-1	-7	6
CCCC(=O)NC(=S)Nc1ccc(NC(=O)c2cccs2)cc1	-7	/	14	3	-19	-12	/	/	-10
CN1CCN(c2ccccc2NC(=O)c2ccc(Br)o2)CC1	15	2	0	-21	-24	1	5	0	2
O=C(OC(C(=O)NC1CCCC1)c1ccccc1F)c1ccco1 (stereo unspecified)	13	/	0	4	-20	0	/	/	-22
CCCCNC(=O)Cc1coc2ccc3ccccc3c12	-22	0	10	-5	11	-7	-2	47	19
CCOc1ccc2[nH]c(=O)c(CN(Cc3ccco3)C(CC)c3nnnn3Cc3ccccc3)cc2c1 (stereo unspecified)	3	5	8	-13	-14	-9	3	-1	22
Cc1ccc(C(C)n2cc(C(=O)NCc3ccncc3)nn2)cc1 (stereo unspecified)	6	7	-3	10	/	5	5	-3	8
Cc1cc(C)nc(/N=C(\N)Nc2ccc(C)c([N+](=O)[O-])c2)n1	-14	/	4	-20	1	-1	/	/	33
CCC(C)c1ccc(O)c(NC(=O)c2cccnc2)c1 (stereo unspecified)	-5	5	9	12	-22	-9	-12	9	10
CCCc1noc2c1C(c1ccoc1)C(C#N)=C(N)N2 (stereo unspecified)	-4	8	12	-6	-11	-11	0	-4[fluorescence artefact?]	-23
O=C(O)C(C(=O)/C=C/c1ccco1)=C1SCCS1	0	/	11	0	-17	-9	/	/	10
CCN(CC)c1nc2c(s1)C(=O)NCCC2	8	1	12	20	-4	-9	-4	-2	-5
Cc1nc(SCC(=O)NCc2ccc3c(c2)OCO3)c(C#N)c2c1CCCC2	-8	6	/	-22	2	/	4	-3[fluorescence artefact?]	12
Cc1cc2cccc(C)c2nc1SCC(=O)N(C)c1nc(-c2ccccc2)cs1	/	/	-1	-11	7	-1	/	/	28

Entries of single compounds, quoted from the list. Screens in order: cytoskel mod, Calb biofilm kill, sEH inhibitor, IL1B cytotox, HUVEC tox TNFa, sEH act, Smad3 inh, ERb SRC1 inh, VCAM1 TNFa inh
`O=C(O)C(C(=O)/C=C/c1ccco1)=C1SCCS1` across the screens: 0, /, 11, 0, -17, -9, /, /, 10
`CCCCNC(=O)Cc1coc2ccc3ccccc3c12` across the screens: -22, 0, 10, -5, 11, -7, -2, 47, 19
`Cc1ccc(C(C)n2cc(C(=O)NCc3ccncc3)nn2)cc1` (stereo unspecified) across the screens: 6, 7, -3, 10, /, 5, 5, -3, 8

New compounds follow:
SMILES	cytoskel mod	Calb biofilm kill	sEH inhibitor	IL1B cytotox	HUVEC tox TNFa	sEH act	Smad3 inh	ERb SRC1 inh	VCAM1 TNFa inh
CC(=O)c1cccc(NC(=O)COc2ccccc2)c1	19	-1	-3	16	-43	4	-6	-7	7
CC(NC(=O)c1ccc(Br)s1)C1CCCO1 (stereo unspecified)	/	-1	14	11	-6	-14	11	3[fluorescence artefact?]	11
CCN1CCN(C(=O)CN(C)S(=O)(=O)c2ccc(Cl)cc2)CC1	8	4	5	-12	-5	-2	8	-11	1
CCN(CC)S(=O)(=O)c1cccc2cc(C(=O)O)c(O)cc12	12	4	-5	12	-21	4	7[fluorescence artefact?]	3	9
Nn1c(COc2cccc(Br)c2)nnc1SCC(=O)N1CCc2ccccc2C1	-21	7	/	7	2	/	4	-4	10
CCC(=O)Nc1ccc(-c2nc(-c3ccccc3)n(CC(=O)N3CCCCC3)n2)cc1	/	4	-17	-14	/	16	1	8	/
Cc1ccn2c(-c3csc(NCc4ccccc4)n3)c(C)nc2c1	-3	5	18	-5	-10	-16	3	-7	19
COc1ccc(OCc2cnc(Cl)s2)cc1	14	/	-11	0	-2	11	/	/	5
CON(c1nc(Cl)nc(N(C)C)n1)S(=O)(=O)c1ccccc1Cl	/	7	-8	-15	-2	5	-11	-6	22
CCOC(=O)C1CCCN(C(=O)c2cnn3c(C(F)(F)F)cc(-c4ccccc4)nc23)C1 (stereo unspecified)	-13	-5	-11	17	1	15	-17	-2	6
O=S(=O)(c1ccc(-n2cnnn2)cc1)N(C1CCCCC1)C1CCCCC1	10	5	0	-1	-30	0	1	3[fluorescence artefact?]	-3
COc1ccccc1-c1c(C)nn2c(N3CCCCCC3)cc(C)nc12	4	/	0	6	-9	0	/	/	-2
CCOc1ccc(-c2nnn(CC(=O)Nc3ccccc3OC)n2)cc1OCC	7	8	0	-47	-13	0	-2	22	0
CCOC(=O)/C(C#N)=C1/SC(CC)C(=O)N1c1ccc(Br)cc1 (stereo unspecified)	12	15	-10	6	-5	10	2	-2	4
O=C(Cn1cnc2ccccc21)N/N=C/c1ccccn1	-16	/	11	-23	19	-7	/	/	4
CCn1c(SCc2ccc(C#N)cc2)nnc1-c1ccc(S(=O)(=O)N2CCCCC2)cc1	10	-7	6	1	-28	-5	3	5	1
O=C(CN1CCN(c2ccccc2F)CC1)c1c[nH]c2ccccc12	-1	/	6	9	12	-5	/	/	8
COc1ccc(CNc2nc3ccccc3n2CCN2CCCCC2)c(OC)c1	-39	7	10	8	-2	-8	2	-7	5
COc1cccc(/C=N/n2c(SC)nnc2-c2ccccc2)c1O	-30	-3	-6	-46	2	6	1	68*[fluorescence artefact?]	-14
Cc1cnnc2c1-c1no[n+]([O-])c1CC2	11	4	9	12	-39	-4	7	-15	13
CCOc1ccc(CN(C(=O)c2cc3ccccc3oc2=O)C2CC2)cc1	-1	9	5	2	-23	0	0	-5	2
Cc1cccc(NC(=O)Cn2cnc3ccc(S(=O)(=O)N4CCC(C)CC4)cc3c2=O)n1	14	8	/	19	-26	/	-1	-12	3
COC(=O)c1cc2nc(-c3ccc(OC)c(OC)c3)cc(C(F)(F)F)n2n1	-12	6	-6	9	25	7	17[fluorescence artefact?]	11	-17
COCCN(CCOC)c1ncc(Cl)c(C(=O)c2c(C)cc3ccccn23)n1	-4	3	2	20	16	-2	1	-1	16
Nc1nc(CN2CCc3ccccc3C2)nc(Nc2ccccc2)n1	0	4	-7	-30	-33	7	8[fluorescence artefact?]	-1	-14
CCC(=O)n1nc(-c2ccco2)nc1SCc1ccccc1	-11	6	-12	-2	-10	12	6	3	5
Cc1cc(C)c2oc(-c3ccc(Cl)c(NC(=O)c4ccc(C#N)cc4F)c3)nc2c1	-3	1	-12	-25	1	7	12	4	30
Cc1cc(S(=O)(=O)NCc2ccco2)c(C)s1	7	1	8	-3	-16	-10	9	1	9
Nc1nc(-c2cccnc2)nn1S(=O)(=O)c1ccccc1	0	4	3	-4	-13	-4	3	-7	10
CCC(=O)N1CCc2cc(S(=O)(=O)N3CCc4ccccc4C3)ccc21	-10	4	-16	1	-9	17	4	2	6
CCCCNC(=O)c1cc2c(=O)n3cccc(C)c3nc2n(Cc2ccncc2)c1=N	/	1	1	3	-6	0	4	4	-1
CCn1c(Cc2ccccc2)nnc1SCC(=O)Nc1cc(C)on1	19	1	-14	-17	-17	14	12[fluorescence artefact?]	-1	1
CCOc1ccccc1-n1c(SCC(=O)N2CCCC2)nnc1-c1ccc(O)cc1	-10	5	1	15	5	0	2	-1[fluorescence artefact?]	14
Cc1ccccc1-n1nc(C)c2cc(C(=O)N3CCN(S(=O)(=O)c4ccc(F)cc4)CC3)sc21	28	8	-8	18	-17	9	4	1	3
O=C(/C=C/c1ccc([N+](=O)[O-])cc1)NCc1cccnc1	-9	/	2	22	-1	1	/	/	-2
CC(C)Oc1ccc(C(=O)NCc2cccnc2)cc1	-3	9	-14	-17	-11	13	5	-2	0
O=[n+]1cc(-c2ccccc2)n([O-])c2c1CCC2	-25	-2	-2	-24	/	4	3	2	/
CCOc1ccc(S(=O)(=O)N2CCN(C(=O)c3sccc3C)CC2)cc1	-4	2	-6	5	-2	8	-7	-2[fluorescence artefact?]	-6
O=C(CSc1oc(-c2ccc(F)cc2)nc1S(=O)(=O)c1ccccc1)NCC1CCCO1 (stereo unspecified)	7	9	11	-127	-6	-10	6	8	7
CCCCNC(=O)CCCCCn1c(=O)[nH]c2cc(OC)c(OC)cc2c1=O	-9	-1	/	-3	6	/	15	-3[fluorescence artefact?]	0
COc1ccc(COC(=O)c2n[nH]c3ccccc23)cc1F	-12	2	-2	-20	-4	2	1	2	14
CCn1c(SCC(=O)N2CCN(c3ccccc3)CC2)nc2c(c1=O)SC(C)C2 (stereo unspecified)	-3	/	2	11	-15	-2	/	/	5
COc1ccc(NC(=O)C2CCCCN2N)cc1OC (stereo unspecified)	0	-2	10	-38	-15	-4	-8	-6[fluorescence artefact?]	14
CN(CC(=O)Nc1nc2ccccc2s1)S(=O)(=O)c1ccccc1	-10	11	7	-4	-19	-9	-12	6	-17
CCOc1ccc(-c2nnn(CC(=O)N3CCCC3)n2)cc1OCC	2	6	4	-17	0	0	6	-26	-14

Bioassay records (PubChem)
